# HT1080 IDH1KD tx – HT-1080 IDH1 knockdown cell toxicity (counter line); HT-1080 IDH1 knockdown viability, ATP luminescence, 48 h; Potency, µM (doses to about 46.1 µM), inactives show at the highest dose activity, negative = toxicity, most hits filed as cytotoxic; 2% of 360,000 active; AID 686971;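 further: potency means the concentration at half of the fitted maximal effect; 0% = DMSO wells and -100% = cell-free medium wells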
#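 % activity derives from luminescence (CellTiter-Glo), normalised to DMSO and no-cell wells. HT-1080-IDH1KD cells, 750/well, had 48 h compound exposure at 37 °C.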
# HT1080NT lethal – kills 2HG-producing HT-1080-NT fibrosarcoma cells; HT-1080-NT fibrosarcoma viability, CellTiter-Glo ATP luminescence, 48 h; Potency, µM (series often up to 46.1 µM), inactives show at the highest dose activity, negative = less viability, usual class: cytotoxic; 1.6% of 360,000 active;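 further: NT is the 2HG producing partner of a matched IDH1 knockdown line; potency means the concentration at half of the fitted maximal effect; 0% = DMSO-treated cells and -100% = media-only wells without cells; nearly all actives have a fitted effect of over 55% in size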
#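 Fibrosarcoma NT cells, 750 per well in 5% FBS RPMI, were exposed to compound for 48 hours. Viability: CellTiter-Glo luminescence.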
# KB-3-1 cytotox – kills parental KB-3-1 adenocarcinoma cells. KB-3-1 viability, CellTiter-Glo ATP luminescence, 72 h. 1.4% of 400,000 active. Potency, µM (highest dose often 46.1 µM), for the others: at the top dose activity change, negative = cytotoxic, most hits filed as cytotoxic; further: potency means the concentration at half of the fitted maximal effect; on the % scale 0 is the no-effect control and ±100 the full control effect; nearly all actives have a fitted effect of over 60% in size
#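 72 h, 37 °C compound treatment of KB-3-1 parental cells; CellTiter-Glo added, 10 min, luminescence read. Data corrected against DMSO-only plates and normalized before curve fitting.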
# ATXN2 expr inh – ATXN2 expression inhibition; HEK-293 ATXN2-luciferase reporter, luminescence, 24 h; Potency, µM (highest dose often 57 µM), without a hit: at the highest dose activity change, negative = inhibition, actives largely listed as inhibitors; 0.72% of 360,000 active; AID 1745845; further: potency means the concentration at half of the fitted maximal effect; on the % scale 0 is the no-effect control and ±100 the full control effect; nearly all actives have a fitted effect of over 55% in size
#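 qHTS (up to 57 uM final) was run with 24 h compound exposure of reporter cells at 37 °C. Each well was multiplexed: SteadyGlo luminescence measured ATXN2-luciferase expression after a fluorogenic Gly-Phe-AFC viability readout (25 uM final).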
# MCF10A rereplic – inducers of DNA re-replication in MCF 10A breast cells. 2.9% of 350,000 active. MCF 10A DNA re-replication, Hoechst nuclear intensity, 48 h. Potency, µM (series often up to 46.1 µM), without a hit: at the highest dose activity, positive = re-replication, most hits filed as activators; further: potency means the concentration at half of the fitted maximal effect; % of control where 0% means no effect; nearly all actives have a fitted effect of over 50% in size
# IL1B secr inh – inflammasome signaling inhibition, IL-1 beta readout; THP-1 LPS/ATP IL-1B secretion, AlphaLISA, 16 h; hits give low values; activity change, % at 57.5 µM; 4.7% of 360,000 active; AID 743279; in the data active means activity change below about -50%; inconclusive means mostly about -30% to -49%; further: on the % scale 0 is the no-effect control and ±100 the full control effect
#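 THP-1 cells pretreated 1 hr with compounds (up to 57.5 uM final), then stimulated with LPS (250 ng/mL final) plus ATP (1.25 mM final); secreted IL-1B measured by AlphaLISA after 16 hr, decreased signal indicating inhibition.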
# KB-V1 MDR tox – KB-V1 MDR subline cytotoxicity. KB-V1 MDR cells viability, CellTiter-Glo, 72 h. Potency, µM (series often up to 46.1 µM), without a hit: top-dose activity change, negative = cytotoxicity, usual class: cytotoxic. 3.4% of 400,000 active; further: potency means the concentration at half of the fitted maximal effect; on the % scale 0 is the no-effect control and ±100 the full control effect; nearly all actives have a fitted effect of over 60% in size
#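 Compound-treated KB-V1 multidrug-resistant cells, 72 h, 37 degrees C; viability by CellTiter-Glo. Fitted qHTS curves give the values.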
# SW480 rereplic – DNA re-replication induction in SW480 cells. SW480 DNA re-replication, Hoechst DNA content imaging, 48 h. Potency, µM (series often up to 46.1 µM), for inactives: at the highest dose re-replication activation, actives largely listed as activators. 1.8% of 340,000 active. AID 624297; further: potency means the concentration at half of the fitted maximal effect; % of control where 0% means no effect; nearly all actives have a fitted effect of over 55% in size
#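 Image-based read-out: total Hoechst fluorescence of nuclei (405 nm excitation, 500-530 nm emission), with hits raising the fraction of high-intensity nuclei. SW480 colon cells incubated 48 hr with compounds at 37 C.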
# WRN inhibitor – inhibitors of human WRN helicase | WRN helicase unwinding, fluorescent forked duplex, kinetic | 0.46% of 360,000 active | Q14191 | Potency, µM (highest dose often 114 µM), inactives show at the highest dose activity change, negative = inhibition, actives largely listed as inhibitors; further: potency means the concentration at half of the fitted maximal effect; on the % scale 0 is the no-effect control and ±100 the full control effect; nearly all actives have a fitted effect of over 55% in size
#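 Kinetic red-fluorescence monitoring (525/598 nm) tracks WRN helicase activity after 100 nM fluorophore-quencher forked duplex and 2 mM ATP are added to 20 nM enzyme pretreated 15 min at room temperature with compound.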
# Starred values were filed as active, the others as inactive; u = inconclusive; x = not tested or not shown; [ ] = remark or other dose. Unless noted, the call rests on the fitted dose curve; in most records, active means well fitted curve in the direction sought with a large enough effect; inconclusive means small, poorly fitted or top-dose-only effect, or another doubt; inactive means no such curve, though single readings can be large; an effect the other way counts as inactive or inconclusive. Outcome played no part in choosing rows. Share with any hit: about 12%.
# Values run as follows: HT1080 IDH1KD tx	HT1080NT lethal	KB-3-1 cytotox	ATXN2 expr inh	MCF10A rereplic	IL1B secr inh	KB-V1 MDR tox	SW480 rereplic	WRN inhibitor
Cc1ccc(NC2=C(Cl)C(=O)OC2OC(C)C)cc1 (configuration not stated)
 : 2%	1%	4%	x	u	-7	15%	-5%	-6%
CC[C@]12c3[nH]c4ccccc4c3CCN1C(=O)C(CC(=O)NCc1cccc(C(F)(F)F)c1)C[C@@H]2C(=O)N1CCN(C(=O)c2ccco2)CC1 (some centres not stated)
 : u	-10%	0%	-31%	12%	-52*	0%	24%	-8%
COc1ccc(CC(C)Nc2ccccc2F)cc1 (configuration not stated)
 : -2%	0%	-12%	2%	-5%	-5	20%	-110%[inhibitor]	-12%
Cn1cc(/C=N/NC(=O)COc2ccccc2[N+](=O)[O-])c2ccccc21
 : 0%	-10%	-4%	x	13%	-17	23%	-14%	-1%
Oc1ccc2cc(Br)ccc2c1CN1CCCC1
 : -13%	-13%	11%	-11%	u	-58*	1%	7%	-22%
COCCCn1c(SCC(=O)Nc2ccc(NC(=O)c3ccco3)c(OC)c2)nc2ccccc2c1=O
 : 3%	u	-2%	-20%	-7%	-22	-10%	1%	70%[activator]
CCCCCN(C(=O)CCC(=O)OCC(=O)N1CCCC(C)C1)c1c(N)n(CCCC)c(=O)[nH]c1=O (configuration not stated)
 : -9%	0%	11%	0%	0%	6	-1%	-7%	-24%
CC1(C)NC(=O)N(CC(O)CN2C(=O)CCC2=O)C1=O (configuration not stated)
 : 7%	1%	0%	-10%	-6%	-5	-3%	-15%	-3%
O=c1[nH]c(Cc2ccc(F)cc2)nc2scc(-c3ccc(F)cc3)c12
 : 2%	10%	u	51%[activator]	17%	0	u	1%	-25%
CCCn1c(N)c(N2CCCCC2)c(=O)n(CC(=O)Nc2ccc(OC(F)(F)F)cc2)c1=O
 : 12%	19%	8%	4%	12%	14	2%	0%[9.22 µM]	8%
Nc1cc(N)nc(SCCOc2ccccc2F)n1
 : 1%	1%	2%	53%[activator]	17%	-11	23µM*	0%	4%
S=C1NC2=C(CCCC2=C2SCCCS2)C(c2ccccc2)N1 (configuration not stated)
 : 12%	0%	-2%	9%	1%	-5	-27%	4%	9%[57.1 µM]
COc1ccc(N(C)C(=O)c2cc3c(s2)-c2ccc(Cl)cc2S(=O)(=O)C3)c(OC)c1
 : -11%	5%	u	-5%	15%	-9	-28%	u	-5%
CS(=O)(=O)c1ccc(Cl)c(NC(=O)CN2CCN(C(=O)c3cccs3)CC2)c1
 : 0%	8%	0%	-14%	6%	-28	9%	0%	4%
COc1cccc(NS(=O)(=O)c2c(C)n(C)c(=O)n(C)c2=O)c1
 : 3%	2%	0%	11%	-5%	13	3%	-17%	8%
O=C(c1cc(COc2ccc(F)cc2Cl)on1)N1CCCCCC1
 : -1%	-7%	-2%	x	u	-7	-9%	9%	-13%[11.6 µM]
CC1CCC/C=C/C(=O)c2c(O)cc(O)cc2CC(=O)O1 (configuration not stated)
 : 21µM*	18µM*	10µM*	10µM*	1µM*	-115*	u	u	-12%[11.6 µM]
CCc1c(O)nc(SCC(=O)Nc2ccccc2OC)n(-c2ccccc2C)c1=O
 : -17%	-4%	0%	11%	1%	25	u	1%	-3%
O=C(NCc1ccc(Cl)cc1)NCC(F)(F)F
 : 14%	10%	19%	2%	3%	23	5%	-3%	-5%
CN(C)c1ncc(S(=O)(=O)c2ccc(Cl)cc2)c(-c2ccccc2)n1
 : -16%	-7%	-28%	0%	-181%[0.0737 µM]	22	0%	-18%	0%

# An excerpt from above in order of length of the SMILES, high to low.
# Values run as follows: HT1080 IDH1KD tx	HT1080NT lethal	KB-3-1 cytotox	ATXN2 expr inh	MCF10A rereplic	IL1B secr inh	KB-V1 MDR tox	SW480 rereplic	WRN inhibitor
CCCn1c(N)c(N2CCCCC2)c(=O)n(CC(=O)Nc2ccc(OC(F)(F)F)cc2)c1=O
 : 12%	19%	8%	4%	12%	14	2%	0%[9.22 µM]	8%
CS(=O)(=O)c1ccc(Cl)c(NC(=O)CN2CCN(C(=O)c3cccs3)CC2)c1
 : 0%	8%	0%	-14%	6%	-28	9%	0%	4%
Cn1cc(/C=N/NC(=O)COc2ccccc2[N+](=O)[O-])c2ccccc21
 : 0%	-10%	-4%	x	13%	-17	23%	-14%	-1%
CCc1c(O)nc(SCC(=O)Nc2ccccc2OC)n(-c2ccccc2C)c1=O
 : -17%	-4%	0%	11%	1%	25	u	1%	-3%
O=c1[nH]c(Cc2ccc(F)cc2)nc2scc(-c3ccc(F)cc3)c12
 : 2%	10%	u	51%[activator]	17%	0	u	1%	-25%
CC1CCC/C=C/C(=O)c2c(O)cc(O)cc2CC(=O)O1 (configuration not stated)
 : 21µM*	18µM*	10µM*	10µM*	1µM*	-115*	u	u	-12%[11.6 µM]
O=C(NCc1ccc(Cl)cc1)NCC(F)(F)F
 : 14%	10%	19%	2%	3%	23	5%	-3%	-5%
COc1ccc(CC(C)Nc2ccccc2F)cc1 (configuration not stated)
 : -2%	0%	-12%	2%	-5%	-5	20%	-110%[inhibitor]	-12%

# Continued:
# Values run as follows: HT1080 IDH1KD tx	HT1080NT lethal	KB-3-1 cytotox	ATXN2 expr inh	MCF10A rereplic	IL1B secr inh	KB-V1 MDR tox	SW480 rereplic	WRN inhibitor
CC1=CC2C(C3C=CC2(C)C(=O)C3(C)O)C(C)(O)C1=O (configuration not stated)
 : 6%	-11%	x	2%	4%	4	x	-6%	-7%
O=C1C[C@H]2CCCCC(=O)N3CC[C@@H](C1)[C@@H]23
 : 0%	1%	0%	8%	0%	0	-4%	-87%	3%
O=C1NC(Cc2c[nH]c3ccccc23)C(=O)N1CCOc1ccccc1 (configuration not stated)
 : -1%	-4%	0%	6%	15%	-10	-8%	-4%	6%
CCc1ccc(-n2c(=S)sc3c(=O)n(-c4ccccc4OC)c(=S)[nH]c32)cc1
 : -1%	0%	1%	-21%	-4%	3	-21%	-1%	-14%
COc1ccc(Cc2nc3ccc(C(=O)NCC4CCOCC4)cc3o2)cc1OC
 : 9%	7%	x	40%[activator]	-3%	-4	x	-6%	-4%
COc1ccccc1C(=O)C1CCCN(C(=O)C2=CC(=O)CC(C)(C)O2)C1 (configuration not stated)
 : 10%	0%	8%	5%	8%	24	-12%	u	4%
O=C(Nc1ccccc1)c1cc2ccccc2o1
 : u	u	-11%	72%[activator]	-3%	-6	-6%	0%	-1%
Cc1cccc(NC(=O)CSc2n[nH]c(-c3ccncc3)n2)c1C
 : 5%	3%	0%	2%	0%	36	2%	-6%	6%
O=C(NCc1ccco1)C(=O)NCC1OCCCN1S(=O)(=O)c1ccc(F)cc1 (configuration not stated)
 : 18%	22%	-3%	3%	-2%	9	3%	-1%	-6%
CC(=O)NC(c1ccc(F)c(F)c1)c1nc(-c2cccc(C(=O)O)c2)cs1 (configuration not stated)
 : 3%	15%	0%	31%[activator]	x	0	3%	x	-1%
CC1CN(C(C)C)C(C)CC1OC(=O)c1ccccc1 (configuration not stated)
 : 5%	-2%	-2%	x	8%	9	-17%	-14%	-2%
Nc1nc(SCC(=O)NCC2CCCO2)[nH]c(=O)c1NC(=O)c1ccco1 (configuration not stated)
 : 3%	3%	10%	0%	-16%	12	-3%	-3%	2%
CC(NC(=O)NC12CC3CC(CC(C3)C1)C2)C1CCCO1 (configuration not stated)
 : 6%	2%	8%	0%	-3%	-9	11%	-2%	-2%
CCCCC(=O)N/N=C(\C)CC(=O)Nc1cc(Cl)ccc1OC
 : -6%	1%	10%	-4%	-1%	8	16%	-1%	-8%
CCOC(=O)c1cccc(N2C(=O)C3C(C(=O)NC4CC4)C4(C)C=CC3(O4)C2C(=O)NC(C)(C)C)c1 (configuration not stated)
 : -8%	-1%	3%	-23%	5%	-15	-10%	1%	1%
O=S(=O)(NCCc1ccncc1)c1ccccc1
 : 13%	18%	-3%	-15%	-8%	3	17%	-1%	-3%
COc1cc(NC(=O)c2cccc(C)c2)c(Cl)cc1[N+](=O)[O-]
 : -1%	11%	8%	-16%	u	-5	-20%	-4%	0%
CC1CCCCC1NC(=O)c1ccc(S(=O)(=O)NNC(=O)c2ccncc2)cc1 (configuration not stated)
 : 16%	12%	21%	0%	-2%	27	13%	-6%	-28%
Cc1ccc(S(=O)(=O)N2CCOC2CNC(=O)C(=O)NCCCc2ccccc2)cc1 (configuration not stated)
 : -15%	-18%	0%	-22%	15%	6	u	-2%	-31%
Cc1ccc(C(=O)NNC(=S)Nc2cccc(Cl)c2Cl)cc1[N+](=O)[O-]
 : 20%	-3%	14%	2%	28%	0	2%	-14%	-1%

# Screening results: PubChem BioAssay, National Center for Advancing Translational Sciences (NCATS)
